Screening data: PubChem BioAssay, Broad Institute
Pf Dd2 inh: P. falciparum Dd2 growth inhibitors, primary screen, SYBR Green fluorescence, single dose replicates; 72 h; active compounds read low; activity change, % at 10 µM; 94,000 tested, 2.3% active; AID 1159554, 2015; in the data active = activity change below about -80%
C diff growth: C. difficile growth inhibitors, primary screen, HTS. Clostridium difficile clinical isolate growth, OD600, 24 h; active compounds read low. growth activity, negative = inhibition, % at 16 µg/mL (by protocol). 86,000 tested, 0.25% active;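 active = mean growth activity at or below -80% and every replicate also at or below -80%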;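 note: 0% = DMSO wells and -100% = levofloxacin 16 µg/mL wells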
GASC1 inh: inhibitors of GASC-1 (KDM4C) histone demethylase, primary screen, biochemical, single concentration HTS. inhibition, % at 12.5 µM. AID 720574, 2013. GST-KDM4C 2-372, H3K9me3 peptide, LANCE TR-FRET. 96,000 tested, 0.15% active;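 active = mean replicate inhibition above about 25%, with at least 55% of replicates also reaching it, limit read from the data, passing the limit was not always enough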
Target sequence (Q9H3R0 2-372 limits assumed): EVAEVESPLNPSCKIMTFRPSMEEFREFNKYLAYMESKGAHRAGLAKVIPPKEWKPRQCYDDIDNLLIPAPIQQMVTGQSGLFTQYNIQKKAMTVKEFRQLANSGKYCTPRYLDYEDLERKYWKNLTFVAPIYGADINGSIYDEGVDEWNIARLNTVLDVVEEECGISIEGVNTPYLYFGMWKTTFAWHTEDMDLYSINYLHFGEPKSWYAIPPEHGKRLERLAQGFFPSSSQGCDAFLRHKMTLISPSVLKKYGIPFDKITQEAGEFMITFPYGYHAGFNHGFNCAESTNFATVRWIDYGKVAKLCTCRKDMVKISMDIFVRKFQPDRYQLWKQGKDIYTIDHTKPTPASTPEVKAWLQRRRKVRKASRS
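System – N-terminal GST-fused human GASC-1 (KDM4C) fragment, residues 2-372 · Input – enzyme final amount 10 nM · Technique – LANCE TR-FRET, Eu antibody, ULight-streptavidin, EDTA, ex 340 nm, em 618/671 nm · Medium – HEPES buffer, pH 7.5, plus ascorbate · Incubation – enzyme reaction 30 min, then detection 60 min, both room temperature · Reagent – H3K9me3 peptide with Fe(II)/2OG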
T cruzi growth: T. cruzi intracellular proliferation inhibitors, primary screen, cell-based, beta-gal Tulahuen parasites, NIH3T3 host, luminescence; T. cruzi beta-gal in NIH3T3, GalScreen luminescence, 90 h; inhibition, % at 8.34 µM; 77,000 tested, 5.9% active;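 active = mean inhibition above about 93%, with at least 55% of replicates each passing it, limit read from the data, passing the limit was not always enough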
Numbers without * were called inactive; nt = not tested or not shown; & = joins results of further samples.

Screens by letter – A = Pf Dd2 inh; B = C diff growth; C = GASC1 inh; D = T cruzi growth
> COc1ccccc1C(=O)Nc1ccc2c(c1)OC[C@H](C)N(CC1CC1)C[C@H](C)[C@H](OC)CN(C)C2=O
  A: nt	B: nt	C: 0.1	D: -36

> C[C@H](CO)N1C[C@H](C)[C@H](CN(C)C)Oc2cc(C#CCN(C)C)ccc2S1(=O)=O
  A: 7	B: -1	C: 2.1	D: -13

> CC(C)NC(=O)N1[C@H](C#N)[C@H](c2ccc(C#CC3CCCC3)cc2)[C@H]1CO
  A: -69	B: 8	C: -0.4	D: 102*

> COc1cccc(-c2ccccc2[C@@H]2[C@@H](C#N)N(C(=O)Cc3ccccc3)[C@H]2CO)c1
  A: -17	B: 9	C: -1.6	D: nt

> CCCNC(=O)N1[C@H](C#N)[C@@H](c2ccc(-c3ccc(C(=O)N(C)C)cc3)cc2)[C@@H]1CO
  A: -2	B: 3	C: -0.9	D: 49

> O=C(C[C@@H]1CC[C@@H]2[C@H](COC[C@@H](O)CN2C(=O)c2ccccc2F)O1)NCc1ccc(Cl)cc1
  A: 10	B: nt	C: -0.9	D: 0

> CCC(=O)Nc1ccc2c(c1)OC[C@H](C)N(C(=O)CN1CCOCC1)C[C@@H](C)[C@H](OC)CN(C)C2=O
  A: nt	B: 1	C: 1.7	D: 5

> CN(C)CCCNC(=O)C[C@H]1CC[C@@H](NS(=O)(=O)c2ccc(F)cc2)[C@@H](CO)O1
  A: 4	B: 3	C: 0.8	D: -58

> Cc1cccc(S(=O)(=O)N[C@H]2CC[C@H](CCNC(=O)CCN3CCCCC3)O[C@H]2CO)c1
  A: -6	B: -3	C: -1.5	D: 53

> CO[C@@H]1CC[C@H]2CCOc3ccc(C#N)cc3C(=O)N(C)[C@H](C)C(=O)N(C)C[C@@H]1O2
  A: nt	B: 1	C: -1.2	D: 11

> O=C(c1ccncc1)N1C[C@H]2[C@@H](c3ccccc31)[C@H](CO)N2C(=O)c1ccccn1
  A: 10	B: 3	C: 2.4	D: 51

> Cc1noc(C)c1NC(=O)NCC[C@H]1CC[C@H](NC(=O)c2ccncc2)[C@@H](CO)O1
  A: -10	B: 7	C: 1.1	D: -74

> CO[C@H]1CN(C)C(=O)c2cc(NC(C)=O)ccc2OC[C@@H](C)N(C(=O)c2ccccc2F)C[C@@H]1C
  A: 0	B: nt	C: 1.1	D: 10

> C[C@H]1CN([C@@H](C)CO)C(=O)c2cc(C#Cc3ccc(F)cc3)cnc2O[C@@H]1CN(C)C
  A: -58	B: 31	C: 0.8	D: 26

> CN(C)C(=O)C[C@@H]1C[C@H]2c3cc(NC(=O)Nc4ccccc4F)ccc3O[C@H]2[C@@H](CO)O1
  A: 25	B: -1	C: -0.2	D: 20

Next part
Screens by letter – A = Pf Dd2 inh; B = C diff growth; C = GASC1 inh; D = T cruzi growth
> CC(C)NC(=O)N(C)C[C@H]1Oc2cc(C3=CCCCC3)ccc2S(=O)(=O)N([C@@H](C)CO)C[C@H]1C
  A: 2	B: -2	C: 2.6	D: 37

> COc1ccc(-c2cn(CC[C@@H]3CC[C@H](NC(=O)c4cnccn4)[C@H](CO)O3)nn2)cc1
  A: -3	B: -1	C: 0.4	D: -36

> O=C(C[C@@H]1C=C[C@@H](NC(=O)Nc2cccc(F)c2)[C@@H](CO)O1)NCC1CCCCC1
  A: 22	B: nt	C: -0.6	D: -40

> COCCNC(=O)C[C@@H]1CC[C@@H]2[C@@H](COc3ccc(NC(=O)Nc4ccccc4)cc3C(=O)N2C)O1
  A: -10	B: -5	C: -0.6	D: 14

> Cc1ccc(S(=O)(=O)N[C@H]2CC[C@@H](CCn3cc(-c4ccccc4F)nn3)O[C@H]2CO)cc1
  A: -58	B: -2	C: -1.0	D: nt

> C[C@@H]1CN([C@@H](C)CO)C(=O)c2cccc(NS(=O)(=O)c3ccc(F)cc3)c2O[C@@H]1CN(C)Cc1ccc(Cl)c(Cl)c1
  A: -31	B: 13	C: -0.7	D: 45

> COc1ccc(S(=O)(=O)N[C@@H]2CC[C@H](CC(=O)NCCc3ccncc3)O[C@H]2CO)cc1
  A: -9	B: 0	C: 1.7	D: 3

> O=C(N[C@H]1CC[C@@H](CCNS(=O)(=O)c2ccccc2Cl)O[C@@H]1CO)c1ccccc1
  A: -54	B: -4	C: 1.6	D: 11

> COc1ccc2c3c(n(C)c2c1)[C@H](CO)N(C(=O)c1ccccc1)CC31CCN(C(C)=O)CC1
  A: -36	B: -1	C: 0.4	D: nt

> O=C(c1cnccn1)N1CC(=O)N2[C@H](CO)[C@@H](c3ccc(-c4ccccc4)cc3)[C@H]2C1
  A: -23	B: -6	C: -0.7	D: nt

> N#C[C@@H]1N[C@@H](CO)[C@H]1c1ccc(-c2cccc(F)c2)cc1
  A: 13	B: 9	C: -0.5	D: 89

> C[C@@H]1CCCCO[C@H](CN(C)S(=O)(=O)c2cccs2)[C@@H](C)CN([C@@H](C)CO)C(=O)c2cc(NC(=O)Nc3cccc4ccccc34)ccc2O1
  A: -55	B: nt	C: -1.2	D: 28

> C[C@H]1CCCCO[C@H](CN(C)C(=O)Nc2ccc(C(F)(F)F)cc2)[C@@H](C)CN([C@@H](C)CO)C(=O)c2cc(NC(=O)Nc3ccc(F)cc3)ccc2O1
  A: -80*	B: 5	C: -0.2	D: 101

> C[C@H]1CN([C@@H](C)CO)C(=O)Cc2cc(NC(=O)Cc3ccccc3)ccc2O[C@H]1CN(C)Cc1ccc(C(=O)O)cc1
  A: 22	B: -3	C: -0.6	D: -12

> COCC(=O)N(C)C[C@H]1Oc2ncc(-c3ccccc3F)cc2C(=O)N([C@H](C)CO)C[C@H]1C
  A: 21	B: -2	C: 0.1	D: nt

The listing continues:
Screens by letter – A = Pf Dd2 inh; B = C diff growth; C = GASC1 inh; D = T cruzi growth
> CCCNC(=O)N1[C@H](CO)[C@H](c2ccc(-c3ccccc3F)cc2)[C@@H]1C#N
  A: 1	B: 10	C: 5.2	D: 74

> C[C@H]1CN([C@@H](C)CO)C(=O)Cc2cc(NS(=O)(=O)c3cccs3)ccc2O[C@H]1CN(C)Cc1ccc(Oc2ccccc2)cc1
  A: -31	B: 17	C: -0.8	D: 65

> C[C@@H]1CN([C@H](C)CO)S(=O)(=O)c2ccc(-c3ccccc3)cc2O[C@@H]1CN(C)Cc1ccncc1
  A: -18	B: nt	C: 0.4	D: 18

> O=C(O)C[C@H]1C[C@@H]2c3cc(NS(=O)(=O)c4ccc(F)cc4)ccc3O[C@@H]2[C@H](CO)O1
  A: 23	B: 0	C: 2.0	D: -30

> COc1ccc(S(=O)(=O)Nc2ccc3c(c2)CC(=O)N([C@H](C)CO)C[C@@H](C)[C@H](CN(C)S(=O)(=O)c2ccc(C)cc2)O3)cc1
  A: -25	B: -9	C: 1.8	D: -18

> CCC(=O)N(C)C[C@H]1Oc2ncc(-c3ccc(C)cc3)cc2C(=O)N([C@@H](C)CO)C[C@@H]1C
  A: 15	B: 0	C: 1.6	D: 60

> O=C(c1ccc2c(c1)OCO2)N1C[C@H]2[C@@H](c3ccccc31)[C@@H](CO)N2C(=O)CC1CC1
  A: 28	B: -3	C: 1.6	D: 10

> CC(C)NC(=O)N(C)C[C@@H]1Oc2ccc(NC(=O)c3ccncc3)cc2CC(=O)N([C@H](C)CO)C[C@H]1C
  A: 2	B: 3&-3	C: -2.2	D: nt

> Cc1cccc(S(=O)(=O)N2C[C@@H]3[C@H](c4ccccc42)[C@H](CO)N3Cc2ccc3c(c2)OCO3)c1
  A: -46	B: 3	C: -0.5	D: 109*

> C[C@@H]1CN([C@@H](C)CO)S(=O)(=O)c2ccc(C3=CCCC3)cc2O[C@H]1CN(C)C(=O)c1ccncc1
  A: 32	B: -6	C: 2.2	D: 92

> CN(C)C(=O)c1cccc(-c2ccc([C@@H]3[C@@H](C#N)N(C(=O)C4CCCCC4)[C@@H]3CO)cc2)c1
  A: -8	B: -1	C: -1.0	D: 61

> COc1ccc2c3c([nH]c2c1)[C@@H](CO)N(C(C)=O)CC31CCN(C(=O)CN2CCOCC2)CC1
  A: 19	B: 1	C: 0.5	D: nt

> CCCN(C)C[C@H]1Oc2cc(C#CCN(C)C)ccc2S(=O)(=O)N([C@H](C)CO)C[C@H]1C
  A: -72	B: 9	C: 12	D: 14

> C[C@@H]1CCCCO[C@H](CN(C)C)[C@H](C)CN([C@@H](C)CO)C(=O)c2cc(NS(=O)(=O)c3ccc(Cl)cc3)ccc2O1
  A: -64	B: 2	C: 0.4	D: -29

> C[C@@H]1CN([C@@H](C)CO)S(=O)(=O)c2ccc(C#CCN(C)C)cc2O[C@@H]1CN(C)C(=O)CC1CC1
  A: 30	B: -1	C: 0.4	D: 28

Continuation:
Screens by letter – A = Pf Dd2 inh; B = C diff growth; C = GASC1 inh; D = T cruzi growth
> Cc1noc(C)c1S(=O)(=O)Nc1ccc2c(c1)C(=O)N([C@H](C)CO)C[C@H](C)[C@@H](CN(C)C)OCCCC[C@H](C)O2
  A: 20	B: -3	C: 1.0	D: -23

> C[C@@H]1CN([C@@H](C)CO)C(=O)c2cc(NS(=O)(=O)c3ccccc3)ccc2O[C@@H](C)CCCCO[C@H]1CN(C)C(=O)c1ccccc1
  A: 0	B: nt	C: -0.3	D: -10

> CCS(=O)(=O)N1CC2(C1)CN(S(=O)(=O)c1cn(C)cn1)[C@H](CO)c1[nH]c3cc(OC)ccc3c12
  A: 30	B: -1	C: -0.3	D: nt

> C[C@H]1CCCCO[C@H](CN(C)C(=O)Cc2ccccc2)[C@@H](C)CN([C@@H](C)CO)C(=O)c2cc(NC(=O)c3ccccc3)ccc2O1
  A: -73	B: -8	C: -0.5	D: 67

> CCCNC(=O)N1C[C@@H](C)[C@@H](OC)CN(C)C(=O)c2ccc(NS(C)(=O)=O)cc2OC[C@@H]1C
  A: -8	B: nt	C: -1.0	D: 34

> CC(C)NC(=O)N(C)C[C@@H]1Oc2c(NS(=O)(=O)c3ccc(Cl)cc3)cccc2C(=O)N([C@@H](C)CO)C[C@H]1C
  A: 3	B: 2	C: -0.5	D: 51

> COc1ccc(-c2ccc(C3[C@@H]4CN(C(=O)Nc5ccccc5F)C[C@H]3N4)cc2)cc1 (some centres not stated)
  A: -64	B: 44	C: -11	D: nt

> COc1ccc(S(=O)(=O)Nc2cccc3c2O[C@H](CN(C)C(=O)Nc2ccc(C(F)(F)F)cc2)[C@H](C)CN([C@H](C)CO)C3=O)cc1
  A: -9	B: 0	C: 0.8	D: 65

> CN1C(=O)c2cc(NC(=O)NC3CCCC3)ccc2OC[C@H]2O[C@H](CC(=O)O)CC[C@@H]21
  A: 1	B: 7	C: 2.1	D: -17

Structures from the list above that have an aryl methoxy group, in the order listed:
Screens by letter – A = Pf Dd2 inh; B = C diff growth; C = GASC1 inh; D = T cruzi growth
> COc1ccccc1C(=O)Nc1ccc2c(c1)OC[C@H](C)N(CC1CC1)C[C@H](C)[C@H](OC)CN(C)C2=O
  A: nt	B: nt	C: 0.1	D: -36

> COc1cccc(-c2ccccc2[C@@H]2[C@@H](C#N)N(C(=O)Cc3ccccc3)[C@H]2CO)c1
  A: -17	B: 9	C: -1.6	D: nt

> COc1ccc(-c2cn(CC[C@@H]3CC[C@H](NC(=O)c4cnccn4)[C@H](CO)O3)nn2)cc1
  A: -3	B: -1	C: 0.4	D: -36

> COc1ccc(S(=O)(=O)N[C@@H]2CC[C@H](CC(=O)NCCc3ccncc3)O[C@H]2CO)cc1
  A: -9	B: 0	C: 1.7	D: 3

> COc1ccc2c3c(n(C)c2c1)[C@H](CO)N(C(=O)c1ccccc1)CC31CCN(C(C)=O)CC1
  A: -36	B: -1	C: 0.4	D: nt

> COc1ccc(S(=O)(=O)Nc2ccc3c(c2)CC(=O)N([C@H](C)CO)C[C@@H](C)[C@H](CN(C)S(=O)(=O)c2ccc(C)cc2)O3)cc1
  A: -25	B: -9	C: 1.8	D: -18

> COc1ccc2c3c([nH]c2c1)[C@@H](CO)N(C(C)=O)CC31CCN(C(=O)CN2CCOCC2)CC1
  A: 19	B: 1	C: 0.5	D: nt

> CCS(=O)(=O)N1CC2(C1)CN(S(=O)(=O)c1cn(C)cn1)[C@H](CO)c1[nH]c3cc(OC)ccc3c12
  A: 30	B: -1	C: -0.3	D: nt

> COc1ccc(-c2ccc(C3[C@@H]4CN(C(=O)Nc5ccccc5F)C[C@H]3N4)cc2)cc1 (some centres not stated)
  A: -64	B: 44	C: -11	D: nt

> COc1ccc(S(=O)(=O)Nc2cccc3c2O[C@H](CN(C)C(=O)Nc2ccc(C(F)(F)F)cc2)[C@H](C)CN([C@H](C)CO)C3=O)cc1
  A: -9	B: 0	C: 0.8	D: 65
